# Screening data: PubChem BioAssay, The Scripps Research Institute Molecular Screening Center
# PAFAH1B2 FP inh: blocks human PAF acetylhydrolase 1b catalytic subunit 2 | P68402 | recombinant PAFAH1B2, FP-rhodamine activity probe, fluorescence polarization | inhibition, % at 3.39 µM | 340,000 compounds, 1.2% hits | AID 492953;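 active = inhibition above the mean of all tested compounds plus 3 SD, cut at about 24% in these data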;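 note: 0% = enzyme with DMSO and 100% = wells lacking PAFAH1B2; many of its hits are not listed in these tables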
# Target sequence (P68402 whole entry, looked up): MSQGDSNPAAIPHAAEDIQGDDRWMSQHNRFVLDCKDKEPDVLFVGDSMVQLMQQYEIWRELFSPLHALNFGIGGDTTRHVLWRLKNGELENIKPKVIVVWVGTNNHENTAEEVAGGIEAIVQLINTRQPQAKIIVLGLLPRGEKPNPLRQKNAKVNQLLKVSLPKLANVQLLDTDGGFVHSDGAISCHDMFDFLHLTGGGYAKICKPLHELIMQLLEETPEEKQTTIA
# PAFAH1B3 FP inh: blocks human PAF acetylhydrolase 1B catalytic subunit 3; Q15102; recombinant PAFAH1B3, FP-rhodamine probe, fluorescence polarization; inhibition, % at 3.39 µM; 340,000 compounds, 0.28% hits; AID 492972;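 active = inhibition above the screen-wide average of all tested compounds plus 3 SD, cut at about 25% in these data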;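 note: 0% = enzyme with DMSO only and 100% = wells lacking PAFAH1B3 protein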
# Target sequence (Q15102 whole entry, looked up): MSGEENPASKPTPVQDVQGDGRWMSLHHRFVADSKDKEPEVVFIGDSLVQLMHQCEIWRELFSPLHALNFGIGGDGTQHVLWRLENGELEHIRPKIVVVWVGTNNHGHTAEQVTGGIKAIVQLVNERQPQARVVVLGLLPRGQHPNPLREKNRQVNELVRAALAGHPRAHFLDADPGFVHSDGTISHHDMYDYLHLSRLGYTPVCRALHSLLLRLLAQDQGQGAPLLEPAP
# LYPLA2 inh: counter-screen for PME1 inhibitors: inhibitors of human LYPLA2 | O95372 | recombinant LYPLA2, FP-Rh probe fluorescence polarization | inhibition, % at 5.9 µM | 320,000 compounds, 0.38% hits | AID 2177;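 active = inhibition above the screen-wide mean plus 3 SD, limit set per campaign, cut at about 26% in these data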;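 note: 0% = LYPLA2 with DMSO and 100% = wells lacking LYPLA2 enzyme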
# LYPLA1 counter: counter-screen for PME1 inhibitors: inhibitors of human LYPLA1; O75608; recombinant LYPLA1, FP-Rh probe fluorescence polarization; inhibition, % at 5.9 µM; 320,000 compounds, 0.16% hits; AID 2174;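 active = inhibition above the mean of all tested compounds plus 3 SD, set per campaign, cut at about 14% in these data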;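 note: inhibitors block serine hydrolase probe labeling of LYPLA1 so polarization falls; 0% = enzyme with DMSO and 100% = wells lacking LYPLA1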
# PAFAH2 FP inh: inhibitors of human PAFAH2; inhibition, % at 3.39 µM; recombinant PAFAH2, FP-rhodamine activity probe, fluorescence polarization; 340,000 compounds, 0.99% hits; Q99487;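 active = inhibition above the mean over all tested compounds plus 3 SD, cut at about 30% in these data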;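 note: inhibitors block probe labeling of enzyme so polarization drops; 0% = enzyme with DMSO and 100% = wells lacking PAFAH2 protein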
# PME-1 inh: blocks human protein phosphatase methylesterase 1 | Q9Y570 | recombinant PME-1, FP-Rh probe fluorescence polarization | inhibition, % at 5.9 µM | 320,000 compounds, 0.53% hits | AID 2130;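 active = inhibition above the campaign mean of all compounds plus 3 SD, cut at about 26% in these data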;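 note: competitive labeling of PME-1 active site by serine hydrolase directed probe; 0% = PME-1 with DMSO and 100% = wells lacking PME-1 enzyme; inhibitors block probe labeling so polarization falls and inhibition rises; many of its hits are not listed in these tables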
# GSTO1 inh: blocks human GSTO1 in RBBP9 counter-screen; P78417; recombinant GSTO1, activity-based probe fluorescence polarization; inhibition, % at 5.96 µM; 300,000 compounds, 1.1% hits; AID 1974;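 active = inhibition above the campaign mean inhibition plus 3 SD, cut at about 35% in these data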;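 note: 0% = GSTO1-1 with DMSO and 100% = wells lacking GSTO1-1 enzyme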
# pPAFAH FP inh: pPAFAH (human) enzyme inhibition | Q13093 | recombinant pPAFAH, FP-rhodamine probe fluorescence polarization | inhibition, % at 3.39 µM | 330,000 compounds, 1.5% hits | AID 463082;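 active = inhibition above the mean inhibition across the screen plus 3 SD, cut at about 25% in these data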;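 note: inhibitors block binding of the rhodamine activity-based probe so polarization drops; 0% = enzyme with DMSO and 100% = wells lacking pPAFAH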
# Target sequence (Q13093 whole entry, looked up): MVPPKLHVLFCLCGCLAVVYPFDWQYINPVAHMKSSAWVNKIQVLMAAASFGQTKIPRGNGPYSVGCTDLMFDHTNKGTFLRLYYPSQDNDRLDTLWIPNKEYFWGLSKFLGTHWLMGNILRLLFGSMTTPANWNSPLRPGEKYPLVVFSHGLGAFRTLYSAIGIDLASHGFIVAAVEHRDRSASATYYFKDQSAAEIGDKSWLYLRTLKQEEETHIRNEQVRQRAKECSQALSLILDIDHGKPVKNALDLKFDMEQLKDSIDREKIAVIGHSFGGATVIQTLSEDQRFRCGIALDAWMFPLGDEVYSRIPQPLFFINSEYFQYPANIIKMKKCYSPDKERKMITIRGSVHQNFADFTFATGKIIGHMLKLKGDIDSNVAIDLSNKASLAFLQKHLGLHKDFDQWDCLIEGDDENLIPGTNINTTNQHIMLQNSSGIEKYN
# PAD4 FP inh: PAD4 (human) enzyme inhibition. Q9UM07. recombinant PAD4, RCA probe fluorescence polarization. inhibition, % at 6.36 µM. 330,000 compounds, 0.41% hits. AID 485272;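 active = percent inhibition above a cutoff equal to the mean of all tested compounds plus 3 SD, cut at about 15% in these data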;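 note: 0% = PAD4 with RCA probe and DMSO and 100% = probe without PAD4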
# The depositor's hits bear a star; x = no result given. Only part of the results is shown (hit frequency here may not be typical).
# Second line of a record – GSTO1 inh	PAFAH1B3 FP inh	LYPLA1 counter	PAFAH1B2 FP inh	PAFAH2 FP inh	PME-1 inh	PAD4 FP inh	LYPLA2 inh	pPAFAH FP inh
CC(=O)C1=NOC(CNc2ncc(C(F)(F)F)cc2Cl)C1 (configuration not stated)
 : 2	-2	-1	4	4	0	-1	3	3
O=C(Nc1cccc(CCc2ccccn2)c1)c1cc(F)c(F)cc1Cl
 : 6	0	-1	8	1	-5	-4	6	4
COC(=O)c1ccc(Oc2nc(N(C)C)nc(N3CCOCC3)n2)cc1
 : 3	5	2	-2	-13	2	6	5	10
Cc1ccc(C(c2nnnn2CCc2ccccc2)N2CCSCC2)cc1 (configuration not stated)
 : -3	11	-3	17	10	-2	-1	-6	7
Cc1c(Cc2ccccc2)c(NCCN(C)C)n2c(nc3ccccc32)c1C#N
 : -7	10	0	-2	-6	9	3	-1	8
COc1ccc(C(=O)N/N=c2\oc3ccccc3cc2C(N)=O)cc1
 : 1	6	-2	1	2	6	-1	2	5
Cc1cccc(OCc2nc(-c3ccc(Br)o3)no2)c1
 : 5	0	3	1	1	2	0	9	0
Cc1cc(=O)n2nc(N3CCC(C(=O)NCc4ccccc4F)CC3)sc2n1
 : 0	3	2	-4	4	0	1	4	4
COc1ccc(Cl)cc1NC(=O)CN1CCN(Cc2ccccc2)CC1
 : 1	13	1	7	5	1	-6	-6	1
O=C(c1ccc(Cl)c([N+](=O)[O-])c1)N1CCN(c2ccccn2)CC1
 : 4	11	-2	-4	-4	0	0	6	3
CCOC(=O)N1CCC(NC(=O)Cn2cc3c(n2)CCC(C)C3)CC1 (configuration not stated)
 : 5	-3	-1	-2	-1	2	8	4	0
CCCN=C1CC(C)(C)CC(=O)/C1=C(/O)CCCN1C(=O)c2ccccc2C1=O
 : -4	-3	1	0	-1	4	6	5	5
Cc1ccc(C)c(N(CC(=O)NCCC2=CCCCC2)S(C)(=O)=O)c1
 : 1	-4	1	4	3	-1	-2	1	1
COc1ccc(NC(=S)NC(=O)C2CCCCC2)cc1
 : -1	-1	2	2	-2	5	-6	2	-7
Cc1cc(C)c(OCC(=O)Nc2nnn(C)n2)c(Br)c1
 : 3	0	2	0	8	0	-2	-1	-1
CCNC(=O)N(CC)C[C@H]1N[C@@](C)(C(=O)OC)[C@H]2C(=O)N(C)C(=O)[C@@H]12
 : x	12	x	9	6	x	0	x	1
O=C(NC(=S)Nc1ccc(Cl)cc1Cl)C1CC1
 : -4	10	-2	-4	-1	15	2	3	1
O=C(c1cc2c(s1)CCCC2)N1CCN(CCO)CC1
 : x	6	x	1	-1	x	-3	x	-2
O=C(Nc1cccc(-c2cn3cccnc3n2)c1)c1ccc2c(c1)OCO2
 : -1	-3	-3	3	-1	1	-2	-3	2
COc1ccc2nc(C)cc(SCC(=O)NNC(=O)COc3cccc4ccccc34)c2c1
 : 8	-3	-4	2	2	-7	5	-18	-3
CC(NC(=O)c1c(F)cccc1Cl)c1ccc(-n2ccnc2)cc1 (configuration not stated)
 : 2	-3	0	-2	-4	2	-3	-5	-4
Cc1ccc(NC(=O)C(C)N2C(=O)c3ccccc3C2=O)cc1 (configuration not stated)
 : -3	6	-1	3	13	-7	-1	-2	6
COc1ccc(CNC(=O)c2c(O)c3ccccc3n(C)c2=O)cc1
 : 7	7	2	4	-3	-8	1	2	4
Cc1ccc(NCC(=O)N/N=C/c2c[nH]c3ccccc23)cc1
 : -5	11	-3	4	5	12	1	8	5
CCn1c(=O)cc(SCC(=O)NCCCN2CCC(C)CC2)c2ccccc21
 : 8	5	-4	0	3	-6	-1	0	-2
O=C(OCc1cc(=O)n2c(n1)sc1ccccc12)c1ccc(O)cc1
 : -3	4	-6	0	34*	-24	-6	-4	5
CNS(=O)(=O)c1cccc(C(=O)OCc2cc(=O)n3cc(Br)ccc3n2)c1
 : -1	-6	-2	1	4	1	2	6	-2
O=C(CCC(=O)OCc1cccc([N+](=O)[O-])c1)Nc1ccccc1Cl
 : -3	2	1	1	-2	4	6	8	-2
Cc1cc(C)cc(Oc2ccc(N)cc2)c1
 : 5	4	-2	1	-8	5	1	2	11
CC(C)(C)c1cc(C(=O)NCCN2CCCC2)cc(C(C)(C)C)c1
 : 0	5	0	4	-4	-5	1	-3	4
Cc1c(-c2ccccc2)oc2c(C(=O)OCC(=O)Nc3ccc(C(N)=O)cc3)cccc2c1=O
 : -3	-5	-13	-3	-1	-4	-6	-11	-2
CCOc1ccc(N/C(N)=N/c2nc(C)cc(C)n2)cc1
 : -3	6	4	-2	-3	-5	-1	3	2
COc1ccc(NC(=O)Nc2ccc(C(C)C)cc2)cc1
 : 18	6	-1	2	6	0	-1	-2	-1
O=C1CC(c2ccccc2)CC(O)=C1C=NCCN1CCNCC1 (configuration not stated)
 : -1	5	1	0	5	1	-3	3	1
COCCN(C(=S)Nc1ccc(OC)cc1)C(C)c1cccs1 (configuration not stated)
 : -3	3	-2	0	13	-1	3	-4	4
CCOC(=O)[C@H]1[C@H]2COc3ccc(Cl)cc3[C@@H]2N2C(=O)CN(C)C(=O)[C@@]12C
 : x	1	-1	-2	-4	-3	1	1	1
CCOC(=O)c1c(N)c(C#N)cn1-c1ccccc1
 : 0	2	-2	8	-5	-2	-3	-4	2
Cc1ccc(N/C=C2\C(=O)C3(C)CCC2C3(C)C)cc1C (configuration not stated)
 : 11	5	0	3	8	3	-9	-1	1
CC(C)Cn1cnc2c1c(=O)n(CC(=O)Nc1ccc3c(c1)OCO3)c(=O)n2Cc1ccccc1
 : -5	-1	0	6	6	-4	0	-1	0
CCOC(=O)C1(CCOc2ccccc2)CCN(Cc2ccc(-n3cccn3)cc2)CC1
 : 2	6	4	-5	-4	1	-3	8	3
CCC(Oc1ccccc1)C(=O)Nc1nnc(C(F)(F)F)s1 (configuration not stated)
 : -4	4	-2	6	-1	-3	0	-4	5
COc1cc(NS(=O)(=O)c2ccc(NC(=S)NC(=O)c3ccccc3)cc2)nc(OC)n1
 : 3	5	1	4	7	-2	1	3	6
COc1ccc(NC(=O)CCC(=O)Nc2cc(OC)c(NC(=O)c3ccco3)cc2OC)c(OC)c1
 : -2	-1	-2	-4	3	-1	1	-4	9
Cc1cccc(C)c1NC(=O)CN(C)C(=O)C1CCN(c2ncnc3sc(C)c(C)c23)CC1
 : 0	2	-3	2	6	-2	2	3	-2
O=C(NCc1ccccc1)C(Cc1ccccc1)NS(=O)(=O)c1cccc2nsnc12 (configuration not stated)
 : -1	13	-3	1	4	2	-3	0	-4
COc1ccc(CNc2nc3nc(-c4ccccc4)cc(=O)n3[nH]2)cc1OC
 : -9	8	1	2	6	-7	-1	-2	-2
Cc1ccc(CNC(=O)CNC(=S)N(Cc2ccccc2)Cc2cccnc2)cc1
 : 6	6	-1	3	1	0	-1	-2	-1
C=CCn1cccc(C(=O)Nc2ccc(OC)c(OC)c2)c1=O
 : 3	x	3	x	x	-2	-3	-2	0
Cn1c(CSc2nc3ccccc3s2)n[nH]c1=S
 : -7	5	2	0	-18	5	3	3	2
Cc1noc(C)c1C(=O)NCCc1ccccc1
 : 5	-2	2	-1	-2	-2	-3	2	-1

# Additional records.
# Second line of a record – GSTO1 inh	PAFAH1B3 FP inh	LYPLA1 counter	PAFAH1B2 FP inh	PAFAH2 FP inh	PME-1 inh	PAD4 FP inh	LYPLA2 inh	pPAFAH FP inh
CNC(=O)C(=O)NCC(c1cccs1)S(=O)(=O)c1ccc(F)cc1 (configuration not stated)
 : 3	7	1	0	3	-12	0	-3	2
NC(=O)c1ccc(-c2ccccc2F)cc1
 : -7	12	-2	6	9	-10	-5	-8	-9
CCOc1ccc(NC(C(=O)Nc2cccc(C(C)=O)c2)c2ccccc2)cc1 (configuration not stated)
 : -7	-1	-5	2	-9	32*	-1	4	5
c1ccc(C(c2ccccc2)N2CCN(Cc3nc(-c4cnccn4)no3)CC2)cc1
 : 1	8	1	9	3	5	-2	2	-1
CCOc1ccc(NC(=O)CSc2nnc(C)n2CC)cc1
 : 9	-7	-4	3	2	-2	-1	-3	1
COc1cc(C=O)ccc1OCCCOc1ccccc1C(=O)O
 : -12	2	-1	2	0	2	0	-5	5
C[C@H](C(=O)NCc1ccccc1)C(=O)c1ccccc1
 : 1	1	3	3	-2	6	-4	0	2
COc1ccc(C(=O)NCCc2nnc(SCC(=O)Nc3ccc(Br)cc3)n2C)cc1
 : -7	0	0	17	0	1	-1	-2	1
CC(=O)Nc1cccc2c1OCCO2
 : 0	15	-3	4	-7	-2	-2	-2	-2
Cc1cccc(CC(Cc2nc3ccccc3[nH]2)c2nc3ccccc3[nH]2)c1 (configuration not stated)
 : -12	-1	-18	0	-7	-17	-4	-18	-6
COc1ccc(-c2noc(CCC(=O)N3CCN(c4ccc(C(F)(F)F)cc4)CC3)n2)cc1
 : x	9	x	3	-5	x	0	x	0
Cc1c(NS(=O)(=O)c2ccc(N=NN(C)C)cc2)c(=O)n(-c2ccccc2)n1C
 : 8	1	3	4	1	10	1	4	-3
Cc1nnc(SCc2ccccc2C#N)n1-c1ccccc1
 : 7	0	1	1	2	2	0	4	-2
O=C(CSc1ncccn1)NCc1ccc2c(c1)OCO2
 : -4	-10	-1	0	0	-3	3	1	0
CCCCn1c(=S)[nH]c2cc(S(=O)(=O)N3CCCCC3)ccc21
 : -4	-3	-6	2	3	-2	-4	-9	-1
CCOC(=O)N1CCN(C(=O)c2c(-c3c(Cl)cccc3Cl)noc2C)CC1
 : 1	1	0	5	-2	-4	5	-3	-2
CCCS(=O)(=O)N1CCN(Cc2ccco2)CC1
 : -2	-4	3	1	-4	0	-4	-2	5
CCCCCOC(=O)c1cc(=O)[nH]c2ccccc12
 : -9	0	1	0	2	1	-2	7	3
CC(C)N1CCN(Cc2cccc(-n3cccn3)c2)CC1CCO (configuration not stated)
 : 4	9	4	5	1	0	-4	1	-3
c1cc(CCCc2ccncc2)ccn1
 : x	2	0	4	-6	-2	-3	5	2
Cc1cccc(/C=N\NC(=O)c2csnn2)c1
 : 3	0	1	4	2	2	-4	3	3
COc1cc2oc3ccccc3c2cc1N(CC(=O)N(C)C)S(=O)(=O)c1ccc(C)cc1
 : 6	1	3	7	1	-1	-8	-7	0
COc1ccc(CC(=O)NCc2ccccc2Cl)cc1S(=O)(=O)N1CCOCC1
 : 7	4	-1	1	-1	5	-9	3	2
COc1ccc(NC(=O)Cc2nnc(SCC(=O)c3ccc(F)cc3)n2C)cc1
 : 2	3	-2	1	-4	-1	0	0	4
COc1cc(OC)c(C2N(c3ccc(Cl)cc3)C(=O)C3CCCN32)cc1OC (configuration not stated)
 : 2	7	0	1	4	5	-5	-5	-6
COC(=O)Nc1nnc(/C=C/c2ccc(OC)cc2)s1
 : 2	13	-2	-5	0	-4	-4	5	8
Cc1ccccc1OCc1nc2ccc(S(=O)(=O)N3CCOCC3)cc2[nH]1
 : -1	1	0	5	-6	2	6	3	-4
COc1ccc(S(=O)(=O)N2CCC(C(=O)NCCC(=O)NCc3ccncc3)CC2)cc1
 : 1	8	-2	8	4	1	-7	2	6
O=C(CSc1nccc(=O)[nH]1)Nc1ccc(F)c(Cl)c1
 : -8	0	0	1	0	-8	3	1	1
CC(C)Cc1csc(NC(=O)c2ccc(Br)cc2)c1C(=O)O
 : 2	2	-1	2	5	-30	1	4	10
